hcDAF12 agonist – H. contortus DAF-12 nuclear receptor activators, primary screen, cell-based, luminescence, HEK293, lit1-tk-luc reporter; 370,000 compounds, 1.4% hits; HEK293 hcDAF-12 lit1-tk-luc reporter; 0% DMSO, 100% Δ7-dafachronic acid; AID 652067, 2013; activation, % at 6.8 µM;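 active = activation above the mean of all tested compounds plus 3 SD, cut at about 5.5% in these data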;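 also: 100% = response to 3 µM Δ7-dafachronic acid high control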
GAA850 FXN act – FXN promoter activators, primary screen, cell-based, luciferase luminescence, HEK293 lucGAA850; HEK293 lucGAA850 FXN promoter luciferase reporter, 24 h; percent of 10 µM SAHA response; activation, % at 6 µM; 360,000 compounds, 0.56% hits; AID 540364, 2011;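 active = activation above the average of all compounds screened plus 3 SD, cutoff fixed separately per campaign, cut at about 7.5% in these data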;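 also: 0% = DMSO wells and 100% = 10 µM SAHA wells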
SMARCA2 act – SMARCA2 (BRM) function activators, primary screen, cell-based, luminescence, high throughput | MG213 cells, MMTV-luciferase reporter, dexamethasone, overnight | activation, % at 9.1 µM | 370,000 compounds, 1% hits | AID 652017, 2013; in the data active = activation above about 7.8%;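 also: 0% = vehicle wells and 100% = reference activator wells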
hgDAF12 agonist – H. glycines DAF-12 receptor agonists, primary screen, cell-based, luminescence, HEK293, GAL4 fusion, UAS-luciferase; Nuclear hormone receptor DAF-12 (Heterodera glycines), GAL4 fusion; HEK293 GAL4-hgDAF12 UAS-luciferase reporter, agonist luminescence; normalized to butyrate control; activation, % at 6.8 µM; 370,000 compounds, 1.8% hits; AID 687014, 2013;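 active = activation above a cutoff set at the mean of all screened compounds plus 3 SD, cut at about 10% in these data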;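 also: 0% = DMSO wells and 100% = sodium butyrate wells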
GC-A act – GC-A stimulated cGMP production enhancers – HEK293 GC-A cells, cGMP TR-FRET, EC30 ANP, primary screen. Atrial natriuretic peptide receptor 1 (Homo sapiens), P16066. 0% at EC30 ANP, 100% saturating ANP. activation, % at 10 µM. 370,000 compounds, 0.14% hits. AID 1671463, 2021; in the data active = activation above about 40%
HGIII-sPLA2 inh – human group III sPLA2 inhibitors, primary screen, biochemical, QFRET, BODIPY PC-A2 liposome substrate. Group 3 secretory phospholipase A2 (Homo sapiens), Q9NZ20. QFRET BODIPY PC-A2 liposome hydrolysis, fluorescence. inhibition, % at 12.2 µM. 370,000 compounds, 0.56% hits;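 active = inhibition above mean plus 3 SD of compounds lying within the high and low control bounds, cut at about 19% in these data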;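 also: 0% = median of test compound wells and 100% = no enzyme DMSO wells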
ADAM10 inh – human ADAM10 inhibitors, primary screen, biochemical, QFRET, HTS. Disintegrin and metalloproteinase domain-containing protein 10 (Homo sapiens), O14672. recombinant ADAM10, EDANS/DABCYL FRET peptide cleavage, 3 h. inhibition, % at 7 µM. 370,000 compounds, 0.62% hits;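 active = inhibition above a per-campaign cutoff equal to the mean of compounds falling between control-based bounds plus 3 SD, cut at about 20% in these data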;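 also: 0% = DMSO wells while the 100% control is not disclosed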
Target sequence (O14672 214-748 limits assumed): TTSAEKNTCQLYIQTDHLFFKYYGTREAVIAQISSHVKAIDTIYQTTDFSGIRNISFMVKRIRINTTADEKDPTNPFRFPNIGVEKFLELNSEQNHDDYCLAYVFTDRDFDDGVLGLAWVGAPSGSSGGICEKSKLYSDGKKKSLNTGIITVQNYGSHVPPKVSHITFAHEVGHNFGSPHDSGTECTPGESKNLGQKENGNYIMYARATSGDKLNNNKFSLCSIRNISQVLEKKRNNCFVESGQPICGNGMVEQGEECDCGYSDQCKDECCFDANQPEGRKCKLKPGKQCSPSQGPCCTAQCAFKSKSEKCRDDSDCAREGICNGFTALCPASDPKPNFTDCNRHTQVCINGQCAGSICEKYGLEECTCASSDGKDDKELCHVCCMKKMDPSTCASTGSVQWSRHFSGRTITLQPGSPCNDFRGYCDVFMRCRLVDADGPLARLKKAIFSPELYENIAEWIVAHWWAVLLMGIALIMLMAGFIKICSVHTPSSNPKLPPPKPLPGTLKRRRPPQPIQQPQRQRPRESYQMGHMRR
NPR2 activator – human GC-B receptor activators, primary screen, HEK293 GC-B cells, cGMP TR-FRET, EC30 CNP. activation, % at 10 µM. AID 1920062, 2024. Atrial natriuretic peptide receptor 2 (Homo sapiens), P20594. 370,000 compounds, 0.11% hits. 0% at EC30 CNP, 100% saturating CNP;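 active = activation at 10 µM reaching about 35% in either raw or pattern-adjusted values, limit read from the data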
DAX1 inh-1 – DAX1 (NR0B1) inhibitors on StAR promoter, primary screen, cell-based, luminescence, SF-1 (NR5A1), full-length DAX-1. 370,000 compounds, 1.1% hits. HEK293T StAR-luciferase reporter, SF-1/DAX-1 repression relief. inhibition, % at 6.8 µM. AID 652010, 2013;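 active = inhibition above the mean over all tested compounds plus 3 SD, cut at about 3.6% in these data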;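 also: 0% = DAX-1 cells with DMSO and 100% = cells lacking DAX-1 with DMSO; higher inhibition means more luminescence from relief of DAX-1 repression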
DAX1 inh-2 – DAX1 (NR0B1) inhibitors, primary screen, cell-based, HEK293, Gal4-DAX1, luciferase luminescence; Nuclear receptor subfamily 0 group B member 1 (Homo sapiens), P51843; HEK293 Gal4-DAX1 luciferase reporter; inhibition, % at 6.75 µM; 340,000 compounds, 0.99% hits; AID 504766, 2011;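 active = inhibition above the mean over all tested compounds plus 3 SD, cut at about 4.2% in these data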;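 also: 0% = DAX1-transfected cells with DMSO and 100% = empty-vector control cells with DMSO; inhibition shows as a rise in luminescence from relieved DAX1 repression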
Target sequence (P51843 207-470 limits assumed): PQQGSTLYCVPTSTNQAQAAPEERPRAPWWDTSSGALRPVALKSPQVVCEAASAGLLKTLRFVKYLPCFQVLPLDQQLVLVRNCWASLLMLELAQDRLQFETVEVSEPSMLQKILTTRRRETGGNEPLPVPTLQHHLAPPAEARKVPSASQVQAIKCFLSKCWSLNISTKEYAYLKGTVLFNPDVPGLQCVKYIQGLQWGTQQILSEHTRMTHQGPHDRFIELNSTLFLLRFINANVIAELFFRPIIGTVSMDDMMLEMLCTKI
ssDAF12 agonist – S. stercoralis DAF-12 nuclear receptor activators, primary screen, cell-based, luminescence, HEK293, GRIP1 co-expression, lit1-tk-luc; Nuclear hormone receptor DAF-12 (Strongyloides stercoralis); HEK293 ssDAF-12/GRIP1 lit1-tk-luc reporter; % of 3 µM dafachronic acid response; activation, % at 6.8 µM; 370,000 compounds, 1% hits; AID 652126, 2013;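 active = activation above the mean over all tested compounds plus 3 SD, cut at about 0.9% in these data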;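 also: 0% = DMSO-only wells and 100% = 3 µM delta7-dafachronic acid wells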
An asterisk follows results filed as active; . = not tested or not shown.

SMILES | hcDAF12 agonist | GAA850 FXN act | SMARCA2 act | hgDAF12 agonist | GC-A act | HGIII-sPLA2 inh | ADAM10 inh | NPR2 activator | DAX1 inh-1 | DAX1 inh-2 | ssDAF12 agonist
CCCN(C(=O)CSc1nc2c(cnn2-c2ccccc2)c(=O)[nH]1)C1CCS(=O)(=O)C1 (centres undefined) | 1.9 | 0.3 | -1 | -0.4 | 0 | 11 | -9 | -3 | -0.1 | 0.9 | -1.2
Cc1onc(-c2ccccc2)c1C(=O)NNC(=S)NC(=O)c1ccc2c(c1)OCO2 | 0.4 | 0.1 | 0 | 2.5 | 2 | 27* | 6 | 6 | -0.9 | 1.9 | -0.5
CCN1CNC(=S)N(c2cccc(C)c2)C1 | -0.6 | -0.4 | -1 | 0.5 | 3 | 9 | -4 | 0 | 0.3 | -0.3 | -1.1
O=C1OC(/C(=C\Nc2ccc(F)cc2F)[N+](=O)[O-])c2ccccc21 (centres undefined) | -0.4 | 3.9 | 13* | 0.0 | 12 | 2 | 8 | 1 | -0.7 | -0.3 | -1.4
CCOc1ccc(S(=O)(=O)N(C)CC(=O)NC2CC2)cc1 | -1.4 | 0.6 | -1 | 2.4 | 1 | 3 | -1 | 5 | 0.8 | 0.7 | -1.2
O=C(COC(=O)C1CCN(c2ccc(C(F)(F)F)cn2)CC1)Nc1ccc(F)cc1[N+](=O)[O-] | 0.5 | 0.5 | -1 | 2.9 | -2 | 6 | 4 | 2 | 0.3 | -0.3 | -1.0
CCN(C(=O)CC(C)C)c1nnc(Cn2nnc3ccccc32)s1 | -2.9 | 5.1 | -4 | -5.5 | 4 | 0 | -5 | 4 | -1.9 | -2.1 | -1.8
CCOc1ccccc1C(=O)NN1C(=O)C2CCCCC2C1=O (centres undefined) | 5.4 | -1.3 | -5 | 5.0 | 3 | 22* | -11 | 2 | -0.5 | -1.1 | 0.1
C/C(N)=C(\C#N)C(=O)NCCc1ccccn1 | -0.9 | 2.7 | 0 | 4.0 | 1 | 2 | 5 | 1 | 0.2 | 0.7 | -1.2
O=C(Nc1cccnc1Cl)c1cc(-c2ccco2)on1 | 0.4 | 4.2 | 3 | 13* | -2 | -3 | -6 | -4 | 1.8 | 1.0 | -0.2
COC(=O)CSc1nnc(-c2ccc(OC)c(OC)c2)o1 | 0.0 | 0.3 | 0 | -0.9 | 4 | 0 | 5 | 5 | -0.1 | -0.5 | -0.9
Cc1cc(F)c(F)c(C(=O)N2CCCCC2C)c1Cl (centres undefined) | -1.3 | 3.7 | -3 | -1.6 | -4 | 4 | 2 | -1 | 0.0 | 0.7 | -1.3
CCn1cc(Cl)c(C(=O)NNC(=O)CCn2nc(C)c([N+](=O)[O-])c2C)n1 | -0.7 | -0.2 | -6 | -2.0 | 2 | 6 | 1 | 8 | -0.8 | 0.5 | -1.6
C=CCNC(=S)NNC(=O)C(CCCC)CC(C)O (centres undefined) | 0.3 | -1.4 | 1 | -1.4 | 4 | -2 | 0 | 0 | 0.4 | 1.3 | -0.7
CC1CCCCC1NS(=O)(=O)c1ccc(S(=O)(=O)N2CCN(CCC#N)CC2)cc1 (centres undefined) | -0.8 | -2.0 | -1 | -2.7 | -2 | -10 | -8 | 1 | 0.5 | 1.8 | -1.4
Cc1nc(-c2ccc(F)cc2)c(CC(=O)N2CCN(S(=O)(=O)c3cccc([N+](=O)[O-])c3)CC2)s1 | -0.2 | -0.8 | -1 | -2.1 | 9 | -18 | 5 | -1 | 1.1 | 1.5 | -1.4
N#CCCN(CCC#N)C(=O)COc1ccc(Cl)cc1Cl | -1.4 | -2.3 | -4 | -0.8 | -1 | 1 | -8 | 2 | 0.2 | -0.3 | -1.5
O=C(NCCCN1CCCC1=O)NC12CC3CC(CC(C3)C1)C2 | -1.2 | 0.5 | 3 | 1.6 | 0 | 1 | 9 | -3 | -0.5 | -0.5 | -0.9
Cc1cccc(-n2nnc(C(=O)Nc3ccc(F)cc3)c2N)c1 | 3.4 | 0.8 | 1 | 12* | -9 | 4 | -4 | -1 | 2.4 | 0.9 | -0.2
COCCn1c(N)c(N(Cc2ccccc2)C(=O)CSCC(=O)Nc2ccc(OC)cc2)c(=O)[nH]c1=O | -0.6 | -0.1 | 0 | -0.9 | -1 | -8 | -1 | 3 | -0.3 | 0.6 | -0.7

Next section (two carried over from the part before).
SMILES | hcDAF12 agonist | GAA850 FXN act | SMARCA2 act | hgDAF12 agonist | GC-A act | HGIII-sPLA2 inh | ADAM10 inh | NPR2 activator | DAX1 inh-1 | DAX1 inh-2 | ssDAF12 agonist
Cc1cccc(-n2nnc(C(=O)Nc3ccc(F)cc3)c2N)c1 | 3.4 | 0.8 | 1 | 12* | -9 | 4 | -4 | -1 | 2.4 | 0.9 | -0.2
COCCn1c(N)c(N(Cc2ccccc2)C(=O)CSCC(=O)Nc2ccc(OC)cc2)c(=O)[nH]c1=O | -0.6 | -0.1 | 0 | -0.9 | -1 | -8 | -1 | 3 | -0.3 | 0.6 | -0.7
COc1ccc(C(=O)CSc2nnc(CNC(=O)c3ccc(OC)c(OC)c3)n2C)cc1 | -1.9 | 1.0 | 0 | 0.2 | -2 | -9 | 4 | 4 | 0.2 | -0.8 | -1.0
CN(C)C(=O)CSc1nc2ccc(C(=O)c3ccccc3)cc2[nH]1 | -3.1 | 2.1 | 0 | -1.5 | 5 | -2 | 5 | -6 | -1.9 | -2.5 | -1.7
COCC(=O)N(Cc1cc2cc(C)ccc2[nH]c1=O)c1ccccc1 | -1.2 | -2.1 | 3 | -1.4 | -13 | -1 | -40 | -5 | 0.1 | 1.2 | -1.5
Cc1onc(-c2c(F)cccc2Cl)c1C(=O)NC1=NCCS1 | -0.4 | -1.7 | 1 | -2.8 | -1 | -7 | -3 | 2 | -1.4 | -0.6 | -1.4
COc1ccc(OC)c(Nc2nc(-c3sc(NC(=O)C(C)(C)C)nc3C)cs2)c1 | -2.3 | 1.1 | -1 | -4.4 | -3 | -1 | 0 | -2 | -1.9 | -2.3 | -1.6
O=c1[nH]c(CSc2nc(-c3ccccc3)cs2)nc2ccccc12 | -3.8 | 1.3 | -2 | -1.6 | 4 | -42 | 13 | -3 | 0.2 | -1.2 | -1.2
CN(C)CC(=O)Nc1ccc(S(N)(=O)=O)cc1 | -1.7 | -3.5 | -3 | 0.6 | 5 | 10 | -5 | 3 | -1.0 | -1.4 | -0.4
COC(=O)C1(C)NC(c2ccccc2F)C2C(=O)N(c3ccccc3)C(=O)C21 (centres undefined) | 3.3 | 2.8 | -5 | -1.2 | -2 | 5 | 3 | 4 | -0.2 | 1.7 | -1.8
Cc1noc(C)c1S(=O)(=O)NCCN1CCN(c2ccccc2)CC1 | 0.7 | -2.9 | -3 | 1.1 | 1 | 3 | -5 | 7 | 0.1 | 0.5 | -1.0
CC(C)(C)c1ccc(C(=O)NCC(=O)N2CCCCCC2)cc1 | -1.2 | 0.0 | -1 | 1.0 | -5 | 2 | -2 | 2 | 0.3 | 0.3 | -1.2
O=c1[nH]c(CSc2nnc(-c3ccccc3)n2C2CCCCC2)nc2ccccc12 | 0.5 | -2.4 | 1 | 3.2 | -18 | -2 | 1 | -14 | -0.4 | 1.0 | -1.1
Cc1cccc(N=Nc2ccc(O)c3ncccc23)c1 | 2.4 | 12* | 1 | -1.8 | 3 | 4 | -3 | 1 | 0.2 | -0.9 | -1.0
CC(C)(C)c1ccccc1OCC(=O)NCCC(=O)O | -0.5 | 0.3 | -2 | 0.3 | 2 | -2 | -14 | 2 | -0.9 | 0.2 | -0.9
Cc1ccc(CN2CCCCC(NC(=O)c3ccc(-c4ccccc4)cc3)C2=O)cc1 (centres undefined) | -3.8 | . | -3 | 0.5 | 1 | 0 | 7 | -3 | -4.0 | . | -1.8
CCCCSCCCNC(=O)c1cn(CC)c2ccc(S(=O)(=O)N3CCOCC3)cc2c1=O | -3.0 | 0.9 | -1 | 0.5 | 1 | -2 | 4 | -10 | -0.9 | -0.4 | -1.9
Cc1cc(C)cc(CC(=O)N2CCC2(C)C(=O)NS(=O)(=O)c2cccc(F)c2)c1 (centres undefined) | -1.3 | -0.8 | -2 | 1.4 | 2 | 7 | -7 | 13 | -1.1 | . | -1.5
CCOC(=O)C1=C(COC(=O)CCNS(=O)(=O)c2ccc(C)c(C)c2)NC(=O)NC1C (centres undefined) | 2.0 | 1.2 | -2 | -1.4 | -1 | -11 | 3 | 1 | 3.4 | 0.6 | -0.7
Cc1csc(CN(C)C(=O)CC2C(=O)NCCN2CC(C)(C)C)n1 (centres undefined) | 0.3 | 2.3 | -1 | 0.3 | -1 | 0 | -21 | 0 | 0.2 | -0.2 | -1.4
N=c1ccn(O)cc1CCc1ccccc1 | 2.1 | -1.4 | 3 | -0.1 | 0 | 3 | -7 | 0 | 1.8 | 5.8* | -1.7
O=C(NCCc1ccccc1)c1c[nH]c2c(F)cccc2c1=O | 5.6* | 2.8 | 2 | 7.3 | 5 | -10 | 9 | -4 | 0.2 | 1.9 | -0.2
Cn1c(=S)oc2ccccc21 | 0.6 | 1.4 | -1 | -1.8 | 3 | -1 | -8 | 1 | 0.3 | 1.9 | -1.0
O=C(OCC(=O)N1CCCC1=O)c1nc(Cl)c(Cl)c(Cl)c1Cl | 0.4 | 6.8 | 34* | 1.4 | 30 | 2 | -7 | 29 | -0.8 | 1.9 | -0.8

Some of the entries so far, as a markdown table.
| Compound | hcDAF12 agonist | GAA850 FXN act | SMARCA2 act | hgDAF12 agonist | GC-A act | HGIII-sPLA2 inh | ADAM10 inh | NPR2 activator | DAX1 inh-1 | DAX1 inh-2 | ssDAF12 agonist |
| --- | --- | --- | --- | --- | --- | --- | --- | --- | --- | --- | --- |
| O=C(COC(=O)C1CCN(c2ccc(C(F)(F)F)cn2)CC1)Nc1ccc(F)cc1[N+](=O)[O-] | 0.5 | 0.5 | -1 | 2.9 | -2 | 6 | 4 | 2 | 0.3 | -0.3 | -1.0 |
| CCN(C(=O)CC(C)C)c1nnc(Cn2nnc3ccccc32)s1 | -2.9 | 5.1 | -4 | -5.5 | 4 | 0 | -5 | 4 | -1.9 | -2.1 | -1.8 |
| CCOc1ccccc1C(=O)NN1C(=O)C2CCCCC2C1=O (centres undefined) | 5.4 | -1.3 | -5 | 5.0 | 3 | 22* | -11 | 2 | -0.5 | -1.1 | 0.1 |

Compound activity as filed in PubChem.
